Assay outcomes from PubChem BioAssay.
HTT cytoprotect: Huntington cell model cytoprotection by ATP luminescence. PC12 HTT-Q103 induced, cytoprotection, ATP luminescence, 40 h. Potency, µM (top dose mostly 56.4 µM), for inactives: cytoprotection (ATP increase), hits mostly activators. actives 0.14% (n = 230,000). AID 1471;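 also: potency is read from the fitted curve at half-maximal effect; % of control where 0% means no effect; nearly all actives have a fitted effect of over 45% in size; toxic huntingtin expression switched on by the ecdysone agonist tebufenozide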
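Huntington model: PC12 line, ecdysone-inducible HTTQ103 exon1–GFP, tebufenozide 100 nM. Test articles in a dose series. Endpoint luminescence from cellular ATP.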
IMPase Li cell: IMPase inhibition in cells with lithium potentiation | actives 0.35% (n = 210,000) | CHO-M1 cells, IP1 TR-FRET (IP-One), carbachol + lithium | Potency, µM (series often up to 59.4 µM), without a hit: at the top dose activity, negative = IMPase inhibition, hits mostly inhibitors | AID 1457;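 also: IP1 builds up when IMPase is blocked and the TR-FRET signal falls; potency is read from the fitted curve at half-maximal effect; plate controls were basal vehicle for no effect and high inhibitor control for full effect; nearly all actives have a fitted effect of over 50% in size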
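Test compounds were applied to CHO-M1 cells previously cultured for 16–30 h at 2000 per well. A small lithium amount accompanied them; after 30 min at 37C, IP1 was quantified by TR-FRET.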
SMN2 splice enh: enhancers of SMN2 splice variant expression. HEK293 SMN2-luciferase splicing reporter, luminescence, 30-36 h. Potency, µM (highest dose often 46.1 µM), inactives show at the highest dose activity change, positive = activation, usual class: activators. actives 2.8% (n = 210,000); also: potency is read from the fitted curve at half-maximal effect; % of control where 0% means no effect; nearly all actives have a fitted effect of over 55% in size
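qHTS luciferase splicing reporter: luminescence rises when SMN2 exon 7 is included in transfected HEK293 cells. Compound exposure lasted 30-36 h at 37C, with 4.5 mM final sodium butyrate as control, followed by a ONE-Glo read.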
CBFb-RUNX1 inh: CBF-beta/RUNX1 interaction disruption. 230,000 tested, under 10 active. Potency, µM (titrated, usually from 59.8 µM), for inactives: top-dose activity, negative = inhibition, most hits filed as inhibitors. AlphaScreen CBFb-His/RUNX1-biotin binding, biochemical. Q01196+Q13951; also: % of control where 0% means no effect
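CBFb-His/RUNX1-biotin, 30 nM each, preincubated 20 min RT; compound 15 min RT; Ni + streptavidin beads 50 ng each, 90 min RT; AlphaScreen read.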
HttQ103 aggreg: reduces HttQ103-GFP aggregates in PC12 cells. Potency, µM (series often up to 46.1 µM), for inactives: at the highest dose activity change, negative = inhibition, usual class: inhibitors. AID 1688. actives 1.1% (n = 220,000). PC12 HttQ103-GFP aggregates, Acumen cytometry, 40 h; also: potency is read from the fitted curve at half-maximal effect; % is scaled to controls: 0 for no effect and ±100 for the full control effect; nearly all actives have a fitted effect of over 60% in size
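Read-out: GFP aggregate count by laser scanning cytometer (488 nm excitation, 500-530 nm emission, 1–25 µm objects >6 SD above background). Cells: PC12, inducible HTTex1-Q103-GFP, 100 nM tebufenozide; compounds titrated.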
Luc counter: counter-screen: inhibitors of Kinase-Glo firefly luciferase | Q27757 | Kinase-Glo luciferase, ATP luminescence, 8 min | Potency, µM (series often up to 38.3 µM), for inactives: top-dose activity change, negative = inhibition, hits mostly inhibitors | actives 0.28% (n = 200,000); also: potency is read from the fitted curve at half-maximal effect; % is scaled to controls: 0 for no effect and ±100 for the full control effect; nearly all actives have a fitted effect of over 60% in size
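Compound is pinned into ATP-containing buffer (10 uM ATP, imidazole pH 7.2, 7 mM MgCl2). Kinase-Glo luciferase reagent is then added. Light output is recorded following an 8-min room-temperature incubation.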
Lamin A splicing: LMNA splicing modulation | HeLa LMNA splicing GFP/RFP minigene ratio, 48 h | Potency, µM (highest dose often 46.1 µM), for inactives: top-dose ratio change, negative = inhibition, usual class: inhibitors | actives 0.01% (n = 200,000); active = well fitted inhibition curve with a large enough effect in the signal ratio, with a control signal flat, not every such curve was filed as active; inconclusive = small, poorly fitted or top-dose-only effect, or effect the other way, or a change in a side signal; the % refers to the signal ratio; also: potency is read from the fitted curve at half-maximal effect; % is scaled to controls: 0 for no effect and ±100 for the full control effect
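Read-out is the ratio of GFP to DsRed2 object intensity, acquired by 488 nm laser-scanning cytometry on HeLa lamin A-EGFP minigene reporter cells. Compound incubation 48 hrs at 37 °C in Opti-MEM with 2% FBS; DMSO 0.5% final.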
Numbers without * were called inactive; ? = inconclusive; / = no result given; & = joins results of further samples; ! = repeats disagree; [ ] = dose if it differs, or a comment. Unless noted, calls follow the shape of the dose curve; as a rule, active = well fitted curve in the direction sought with a large enough effect; inconclusive = small, poorly fitted or top-dose-only effect, or another doubt; inactive = no such curve, though single readings can be large; an effect the other way counts as inactive or inconclusive. These rows are one share of the data (hit frequency here may not be typical).

SMILES	HTT cytoprotect	IMPase Li cell	SMN2 splice enh	CBFb-RUNX1 inh	HttQ103 aggreg	Luc counter	Lamin A splicing
COc1cccc(-n2c(O)c(C=NCCN3CCOCC3)c(=O)[nH]c2=O)c1	?	-2%[38.3 µM]	8%	3%	0%	-1%	5%
Cc1ccccc1-n1c(/C=C/c2ccccn2)nc2ccccc2c1=O	29%[10 µM]	/	/	7%	12%[9.22 µM]	/	/
CC[N+](=O)[O-]	-7%	-9%	-5%	12%[21.7 µM]	/	/	/
CCn1c(O)c(C=Nc2ccc(N3CCOCC3)c(Br)c2)c(=O)n(CC)c1=S	-38%	2%[38.3 µM]	-21%	0%	?	0%	?
C=CCn1c(O)c(/C=N/N2CCCCC2)c(=O)[nH]c1=O	30%[10 µM]	/	/	-3%	5%[9.22 µM]	/	/
COc1c(O)c2c(=O)cc(OC)c3c4c(OC)cc(=O)c5c(O)c(OC)c(C[C@@H](C)OC(=O)c6ccccc6)c(c(c1C[C@@H](C)OC(=O)Oc1ccc(O)cc1)c23)c54	-36%[inhibitor]	35%[activator]	-66%[inhibitor]	-13%	/	/	/
Cc1ccccc1CN1CCNCC1	10%[10 µM]	11%	/	0%	-3%[9.22 µM]	0%	?
CCCc1nc2ccccc2c(=O)n1-c1ccc(O)cc1	/	6%	-5%	6%	/	1%	1%[46 µM]
Cn1nc(N)c2c1N=P(N1CCOCC1)(N1CCOCC1)N=C2c1ccccc1	11%	-5%[38.3 µM]	-11%	0%	?	1%	-1%
O=c1ccc2c(O)c3ccoc3cc2o1	-49%[inhibitor]	35%[activator]	-1%	10%	/	-6%	/

Reprinted from the part before: two entries, followed by the next part.
SMILES	HTT cytoprotect	IMPase Li cell	SMN2 splice enh	CBFb-RUNX1 inh	HttQ103 aggreg	Luc counter	Lamin A splicing
Cn1nc(N)c2c1N=P(N1CCOCC1)(N1CCOCC1)N=C2c1ccccc1	11%	-5%[38.3 µM]	-11%	0%	?	1%	-1%
O=c1ccc2c(O)c3ccoc3cc2o1	-49%[inhibitor]	35%[activator]	-1%	10%	/	-6%	/
CCCN1CC(C)C(OC(C)=O)(c2ccccc2)CC1C (stereo not given)	14%[10 µM]	5%	2%	5%	-13%	-1%	-2%
C/C=C/C=O	7%	-14%	2%	10%[21.7 µM]	/	/	/
COc1ccc(Nc2nc(N3CCN(C)CC3)nc3ccccc23)c(OC)c1	-26%	18%	-92%[inhibitor]	6%	8%	-1%	/
CCCCn1c(=O)c(C=Nc2cc([N+](=O)[O-])ccc2OC)c(O)n(CCCCl)c1=O	/	9%	-2%	-2%	23%	0%	?
CCC(C)C12CN3CCN(CC(C)(C3)C1=O)C2 (stereo not given)	15%[10 µM]	16%[38.3 µM]	-3%	2%	-15%	-5%	17%
COc1cc(/C=N/Nc2ccc(S(N)(=O)=O)cc2)cc(OC)c1OC	13%[10 µM]	4%	17%	5%	19%	6%	?
O=C1C=CC(=O)C(Cl)=C1	-6%	21%	/	/	/	-3%[39.9 µM]	/
CC(C)C[C@H](NC(=O)[C@H](Cc1ccccc1)NC(=O)CNC(=O)CNC(=O)[C@@H](N)Cc1ccc(O)cc1)C(=O)N[C@@H](CCCN=C(N)N)C(=O)N[C@@H](CCCCN)C(=O)N[C@@H](Cc1ccc(O)cc1)C(=O)N1CCC[C@H]1C(=O)N[C@@H](CCCCN)C(=O)O	-7%	19%	-6%	27%	/	/	/
CC(C)COP(=O)(c1ccc(N(C)C)cc1)C(Nc1ccccc1)c1ccccc1 (stereo not given)	26%[1.9 µM]	5%	-20%	-5%	?	5%	7%
CCC(=NCCCN1CCOCC1)c1c(O)n(Cc2ccccc2)c(=O)[nH]c1=O	15%[10 µM]	9%[38.3 µM]	-3%	6%	-19%	0%	-4%
CCCCNc1ccncc1S(=O)(=O)NC(=O)NC(C)C	22%[1.9 µM]	4%	-7%	7%	-15%	2%	-1%
CN(CC(=O)N1CCc2ccccc21)S(=O)(=O)c1cccs1	-42%[inhibitor]	-4%[38.3 µM]	11µM*	0%	-4%	-4%	-3%
O=c1c2ccccc2nc(/C=C/c2ccc3c(c2)OCO3)n1-c1ccccc1	-14%[10 µM]	12%	-36%[inhibitor]	25%	-24%	0%	?
Cc1cc(N2C(=O)C3CCCN3C2c2ccccc2)no1 (stereo not given)	30%	2%[38.3 µM]	-5%	5%	17%	-3%	9%
Cc1ccc(-c2nc3ccccc3c(=O)n2-n2cccc2)cc1	-17%	1%[38.3 µM]	-31%[inhibitor]	4%	-8%	0%	7%
Cc1ccc2[nH]c(=S)n(-c3cccnc3)c(=O)c2c1	-13%[10 µM]	/	/	10%	-19%[9.22 µM]	/	/
C=C(C)c1ccccc1 (tested in a mixture with another compound)	-17%[10 µM]	0%	-5%[9.22 µM]	/	/	-2%[7.66 µM]	/
Cc1cc(NC(=O)CCl)no1	22%[10 µM]	6%	/	11%	8%[9.22 µM]	0%	23%[46 µM]
C[C@H]1CC[C@@H]2[C@@H](C)C(=O)O[C@H]3O[C@@]4(C)CC[C@H]1[C@@]32OO4	3%[40.3 µM]	-3%	-19%[20.6 µM]	-1%[21.7 µM]	/	2%[17.1 µM]	?
COc1cc2c(cc1C=O)OCO2	-10%[10 µM]	-3%	-1%	-11%	5%	4%	?
C=Cn1ccnc1P(=S)(c1nccn1C=C)C1CCCCC1	19%	10%[38.3 µM]	-6%	-7%	4%	0%	2%
Clc1ccc(Cl)c(Cl)c1	-31%[inhibitor]	-6%	-5%	7%[21.7 µM]	/	/	/
COC1=CC(=O)OC(CCc2ccccc2)C1 (stereo not given)	-16%	17%	-4%	13%[21.7 µM]	/	/	/
COc1ccc(CN2CCN(c3ccccc3F)CC2)c(OC)c1	-6%[10 µM]	-18%[38.3 µM]	-18%	-4%	-10%	0%	?
CCc1nn(CC(=O)N2CCN(Cc3ccc4c(c3)OCO4)CC2)c(=O)c2cc3occc3n12	4%[10 µM]	11%	-57%[inhibitor]	-4%	-30%	0%	?
Cc1ccc(N2C(=O)NC(=O)C(CCc3ccncc3)(Cc3cccc(Cl)c3Cl)C2=O)cc1 (stereo not given)	-13%[10 µM]	20%	7%	4%	2%	0%	-12%
O=C(c1ccc(C(F)(F)F)cc1)C1CCCN(Cc2ccncc2)C1 (stereo not given)	29%[10 µM]	29%	/	-23%	17%[9.22 µM]	-8%	/
CN1CC(C(=O)c2ccccc2)C(C(=O)c2ccccc2)C1 (stereo not given)	-18%	-1%[38.3 µM]	17%	1%	-1%	-2%	-12%
CC(N)[C@H](O)c1ccccc1 (stereo not given in full)	/	5%	3%	/	/	-1%	-6%
COc1ccc2c3c1OC1C[C@@H](O)C=C[C@@]31CCN(C)C2 (stereo not given in full)	19%[1.9 µM]	16%&5%	3%[20.6 µM]	2%&18%[21.7 µM]	/	1%	?
C=C(C)[C@H]1CN[C@H](C(=O)O)[C@H]1CC(=O)O	-93%&-146%[inhibitor]	6%&3%	12%	-7%&13%&-5%	15%	-3%	?
C=C[C@@H]1CN2CC[C@H]1CC2[C@H](O)c1ccnc2ccccc12 (stereo not given in full)	/	-1%	-7%[9.22 µM]	/	/	2%[7.66 µM]	/
O=C(COC(=O)Cc1ccccc1)NC12CC3CC(CC(C3)C1)C2	-12%	4%[38.3 µM]	13%	5%	-4%	-1%	7%[0.0737 µM]
Cc1cccc(CN(C)C)c1OC(=O)N(C)C	17%	22%[38.3 µM]	16%	2%	3%	-1%	3%
C[N+](C)(C)CC(=O)[O-]	?	2%	6%	-1%	8%	-7%	/
O=C(O)CCCCC1SCC2NC(=O)NC21 (stereo not given)	13µM*!	3%	-4%&10%	1.8µM*	14%[9.22 µM]	-2%&-2%	?
CCOc1ccc(N=Cc2c(O)n(Cc3ccccc3)c(=S)[nH]c2=O)cc1	10%[10 µM]	/	/	7%	-19%[9.22 µM]	/	/
[O-]/[N+](=C/c1cccnc1)c1ccc(Br)cc1	-11%[10 µM]	-4%[38.3 µM]	13µM*	-2%	-6%	0%	-6%
CCCC[N+](=O)[O-]	-14%	8%	1%	-5%[21.7 µM]	/	/	/
CCOCCN1CCN(c2nnc3n2-c2ccc(Cl)cc2C(c2ccccc2Cl)=NC3)CC1	-4%	-10%[38.3 µM]	16%	-3%	17%	7%	6%

Results in HttQ103 aggreg and CBFb-RUNX1 inh, for some of the entries so far:
molecule	HttQ103 aggreg	CBFb-RUNX1 inh
CCc1nn(CC(=O)N2CCN(Cc3ccc4c(c3)OCO4)CC2)c(=O)c2cc3occc3n12	-30%	-4%
Cc1ccccc1CN1CCNCC1	-3%[9.22 µM]	0%
Clc1ccc(Cl)c(Cl)c1	/	7%[21.7 µM]
Cc1cccc(CN(C)C)c1OC(=O)N(C)C	3%	2%
C[N+](C)(C)CC(=O)[O-]	8%	-1%

Next structures follow.
SMILES	HTT cytoprotect	IMPase Li cell	SMN2 splice enh	CBFb-RUNX1 inh	HttQ103 aggreg	Luc counter	Lamin A splicing
COc1cc2c3cc1Oc1cc(ccc1O)C[C@@H]1c4c(cc(OC)c(O)c4Oc4ccc(cc4)C[C@H]3N(C)CC2)CCN1C	/	6%	-76%	3%	?	11%	4%
COc1ccc(CCNC(=O)COC(=O)Cc2ccccc2)cc1	-16%[10 µM]	/	/	-3%	-20%	/	-4%
O=C(c1ccc2c3c(cccc13)CC2)C1CCCN(CC2CC2)C1 (stereo not given)	-11%[10 µM]	11%	/	4%	-23%[9.22 µM]	-4%	/
CC(=O)c1ccc2c(c1)C1C(Cl)C(Sc3ccccc3[N+](=O)[O-])CC1C(c1ccccc1)N2 (stereo not given)	14%[10 µM]	101%[activator]	1%	-23%	-7%	-8%	-12%
COCc1c(CN)cnc(C)c1N	2%	0%[38.3 µM]	-3%	1%	13%	-2%	8%
CCC(=O)CC(c1ccc([N+](=O)[O-])cc1)c1c(O)c2ccccc2oc1=O (stereo not given)	-5%	-2%[38.3 µM]	3%	3%	3%	-6%	18%
CN1CCN(c2nc(Cl)ncc2F)CC1	-34%	-6%	16%	1%	-25%	14%	/
CCC1(CC)C(=O)N(C)C(=O)NC1=NC	11%[10 µM]	/	/	6%	-9%[9.22 µM]	/	/
C=C(C)[C@]12C[C@@H](C)[C@@]34OC(Cc5ccccc5)(O[C@@H]1[C@@H]3C=C(COC(=O)Cc1cc(I)c(O)c(OC)c1)C[C@]1(O)C(=O)C(C)=C[C@@H]41)O2	-171%[inhibitor]	12%	/	-6%	/	0%[39.9 µM]	/
